Source: PubChem BioAssay
GAA glycogen mod: alters human alpha-glucosidase cleavage of glycogen | P10253 | Potency, µM (titrated, usually from 76.4 µM), for the others: at the highest dose activity change, negative = inhibition, most hits filed as inhibitors | recombinant GAA, glycogen substrate, Amplex Red glucose oxidase fluorescence | hit rate 0.38% among 300,000 | AID 2100;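 further: 0% = full enzyme reaction and -100% = no-enzyme basal signal; the screen sought inhibitors and activators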
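qHTS, 1536-well; enzyme 4 nM final; cpd up to 77 uM; substrate bovine liver glycogen 30 ug; 50 mM citrate/phosphate pH 5.0, 0.01% Tween-20; 37 C, 40 min; Amplex Red detection 45 min RT; Hill fit → AC50.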
NPSR antagonist: antagonists of human neuropeptide S receptor cAMP signaling. AID 1461. Potency, µM (top dose mostly 38.3 µM), inactives show top-dose activity change, negative = inhibition, hits mostly inhibitors. CHO-NPSR cells, cAMP TR-FRET, antagonist mode. Q6W5P4. hit rate 1% among 220,000; further: on the % scale 0 is the no-effect control and ±100 the full control effect; nearly all actives have a fitted effect of over 50% in size; many of its hits are not listed in these tables
Target sequence (Q6W5P4 whole entry, looked up): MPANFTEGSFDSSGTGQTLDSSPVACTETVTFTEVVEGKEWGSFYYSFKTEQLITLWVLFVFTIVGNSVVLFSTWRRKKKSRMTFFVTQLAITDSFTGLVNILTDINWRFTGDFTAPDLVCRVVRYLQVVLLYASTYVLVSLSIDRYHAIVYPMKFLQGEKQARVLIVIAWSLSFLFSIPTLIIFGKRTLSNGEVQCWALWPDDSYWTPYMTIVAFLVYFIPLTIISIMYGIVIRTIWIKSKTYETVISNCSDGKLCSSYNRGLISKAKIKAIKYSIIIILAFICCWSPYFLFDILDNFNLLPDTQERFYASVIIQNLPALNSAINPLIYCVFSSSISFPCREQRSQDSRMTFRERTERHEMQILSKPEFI
Epigenetic derep: epigenetic control regulation, reporter derepression | hit rate 0.2% among 280,000 | murine LDR cells, GFP reporter derepression, 30 h | Potency, µM (highest dose often 53.9 µM), without a hit: at the top dose GFP activation, actives largely listed as activators; further: % of control where 0% means no effect; nearly all actives have a fitted effect of over 60% in size
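Derepression of a silenced CMV-GFP reporter in murine LDR cells is scored by enumerating GFP-positive cells with a laser-scanning microplate cytometer after 30 hours of treatment at 37 C.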
Tau fluor counter: counter-screen for tau fibril formation inhibitors; hit rate 0.93% among 280,000; tau K18 P301L (four-repeat tau fragment) Alexa594 fluorescence, heparin fibrillization; AID 1463; Potency, µM (series often up to 57.7 µM), inactives show at the top dose activity change, negative = decrease; further: on the % scale 0 is the no-effect control and ±100 the full control effect; nearly all actives have a fitted effect of over 55% in size
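Human K18 P301L tau (15 uM unlabeled plus 0.24 uM Alexa 594-labeled, final) in 100 mM sodium acetate pH 7 was mixed with compound and 20 uM heparin and incubated 6 hr at 37 C.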
GLA spleen mod: alpha-galactosidase A (human) modulation | P06280 | human spleen homogenate, 4MU-alpha-Gal fluorescence, 40 min | Potency, µM (top dose mostly 80 µM), for the others: at the highest dose activity change, negative = inhibition, usual class: inhibitors | hit rate 0.008% among 240,000 | AID 2107;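 further: 0% = enzyme with vehicle and -100% = no enzyme basal signal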
Target sequence (P06280 32-429 limits assumed): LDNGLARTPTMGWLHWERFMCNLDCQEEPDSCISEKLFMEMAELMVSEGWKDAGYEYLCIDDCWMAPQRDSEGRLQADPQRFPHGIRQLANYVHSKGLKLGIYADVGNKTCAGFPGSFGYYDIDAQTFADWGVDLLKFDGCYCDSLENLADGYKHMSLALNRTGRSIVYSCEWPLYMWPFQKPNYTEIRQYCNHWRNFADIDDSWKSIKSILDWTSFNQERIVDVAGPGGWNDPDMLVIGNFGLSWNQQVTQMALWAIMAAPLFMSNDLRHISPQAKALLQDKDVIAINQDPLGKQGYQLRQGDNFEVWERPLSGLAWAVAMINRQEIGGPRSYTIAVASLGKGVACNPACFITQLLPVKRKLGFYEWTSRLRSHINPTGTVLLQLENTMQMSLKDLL
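Human spleen homogenate (1 ug) as enzyme source, 4-methylumbelliferyl-alpha-D-galactopyranoside 1 mM final, citrate/phosphate pH 5.0 with 0.01% Tween-20. Compounds 40 min at 37C, NaOH/glycine stop; fluorescence Ex 365/Em 440, Hill-fit AC50.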
ALDH1A1 block: inhibitors of human aldehyde dehydrogenase 1A1. hit rate 7.3% among 220,000. P00352. AID 1030. Purified ALDH1A1, NADH fluorescence, propionaldehyde substrate. Potency, µM (series often up to 75.3 µM), for the others: at the top dose activity, negative = inhibition, most hits filed as inhibitors; active means well fitted inhibition curve with a large enough effect, not every such curve was filed as active; inconclusive means small, poorly fitted or top-dose-only effect, or another doubt; inactive means no such curve, though single readings can be large or run the other way;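 further: plate controls were no enzyme wells and a reference inhibitor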
GAA inh: alpha-glucosidase (human) inhibition | purified human GAA, 4-MU-alpha-glucoside fluorescence | Potency, µM (titrated, usually from 76.9 µM), for the others: at the top dose activity change, negative = inhibition, actives largely listed as inhibitors | hit rate 0.005% among 200,000;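 further: plate controls were uninhibited enzyme wells for no effect and no-enzyme background for full effect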
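qHTS format, compound range up to 77 uM. Human lysosomal enzyme at 4 nM, 400 uM 4-MU glucoside substrate, pH 5.0, 20 min room temperature; fluorescence after alkaline stop gives activity normalized to controls.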
aGlu spleen mod: inhibits or activates alpha-glucosidase in human spleen homogenate; P10253; human spleen homogenate, 4-MU-alpha-glucoside fluorescence; Potency, µM (titrated, usually from 79.9 µM), without a hit: top-dose activity change, negative = inhibition, most hits filed as inhibitors; hit rate 0.006% among 240,000; AID 2112;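 further: 0% = enzyme with vehicle and -100% = no enzyme basal signal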
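Enzyme source: human spleen homogenate, 1 ug/well. Buffer 50 mM citric acid/K phosphate pH 5.0, 0.01% Tween-20. 4-MU-alpha-glucoside 1 mM; 37 C x 40 min; NaOH/glycine stop; fluorescence.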
An asterisk follows results filed as active; u = inconclusive; x = no result given; & = joins results of further samples; [ ] = another dose, or the depositor's remark. Unless noted, the call rests on the fitted dose curve; in most records, active means well fitted curve in the direction sought with a large enough effect; inconclusive means small, poorly fitted or top-dose-only effect, or another doubt; inactive means no such curve, though single readings can be large; an effect the other way counts as inactive or inconclusive. Potency means the concentration at half of the fitted maximal effect. The list is partial, so the mix of outcomes need not match the whole.

nr	SMILES	GAA glycogen mod	NPSR antagonist	Epigenetic derep	Tau fluor counter
1	Cc1ccnc(NC(=S)NC(=O)/C=C/c2ccco2)c1	-11%	-13%[46.1 µM]	0.0%	-24%
2	N/C(Cc1ccc(Cl)cc1)=N\OC(=O)c1cccc2ccccc12	-7%	-14%[46.1 µM]	-2.0%	u
3	COc1cc(NC(=O)CSc2nnc3ccc(-c4ccncc4)nn23)cc(OC)c1	4%	5%	-1.4%	13%
4	Cc1csc(NC(=O)c2cccn2C)n1	23%	-3%[46.1 µM]	-0.9%	-5%
5	CSc1nc(C)c2c(c1C#N)CCCC2	-2%	-8%[46.1 µM]	1.0%	-11%
6	COc1cc(CSC)nc(-c2ccccc2)n1	0%	0%	-2.1%	5%
7	O=C(OCC(=O)c1c[nH]c2ccccc12)c1ccco1	-8%	-5%[46.1 µM]	0.0%	-2%
8	NNc1nc2c(-c3ccc(F)cc3)nnn2c2ccccc12	u	-42%	-0.5%	u
9	NCCCC(=O)N1c2ccccc2Sc2ccccc21	-6%	12%[46.1 µM]	1.7%	-2%
10	NS(=O)(=O)c1ccc(CCNC(=O)c2cccc([N+](=O)[O-])c2)cc1	-1%	4%	-3.1%	-7%

nr	GLA spleen mod	ALDH1A1 block	GAA inh	aGlu spleen mod
1	-2%	u	-6%	-4%
2	9%	u	-15%	1%
3	-4%	11%	2%	-2%
4	6%	4%	7%	-2%
5	3%	25µM*	-14%	-4%
6	-3%	2%	-3%	1%
7	-1%	7%	-2%	9%
8	-11%	u	-7%	-5%
9	9%	1%	-2%[15.4 µM]	-6%
10	-8%	1%	-4%	-6%

(continued)
nr	SMILES	GAA glycogen mod	NPSR antagonist	Epigenetic derep	Tau fluor counter
11	CCOC(=O)CN1C(=O)C(C)(C)Oc2ccc(C(=O)NC(C)(C)CC)cc21	-1%	10%[46.1 µM]	1.8%	2%
12	Oc1ccc(-c2n[nH]c(=S)n2-c2ccc3c(c2)OCCO3)c(O)c1	9%	11%	-1.9%	-23%
13	Cc1ccccc1C1CC(=O)NC2=C1C(=O)CCC2 (stereo unspecified)	2%	1%[46.1 µM]	-0.9%	-5%
14	COc1cnc(-c2ccccn2)nc1Oc1ccccc1	6%	-5%	1.2%	-8%
15	COc1ccc(S(=O)(=O)c2cnc3ccccc3n2)cc1	-9%	-5%	-7.9%	-6%
16	COC(=O)N[C@H](C[N+](=O)[O-])C(C)(C)C	x	x	-0.1%	-3%
17	CCOC(=O)c1ccc(NC(=O)CSc2nnc(-c3ccncc3)n2C)cc1	2%	-9%[46.1 µM]	1.1%	0%
18	Cc1cc(N2CCC(C)CC2)n2nc(C)c(-c3ccccc3)c2n1	-10%	-21%[46.1 µM]	-1.6%	-4%
19	FC(F)(F)c1nnc(-c2ccccc2)nc1Sc1ccc(Cl)cc1	2%	u	-1.0%	-14%
20	O=C(Nc1ccc2ccccc2c1)c1ccc(NS(=O)(=O)c2ccc(Br)s2)cc1	-3%	-27%	-2.0%	u

nr	GLA spleen mod	ALDH1A1 block	GAA inh	aGlu spleen mod
11	10%	2%	-1%	2%
12	1%	u	0%	-6%
13	3%	u	7%	4%
14	4%	-4%	0%	-17%
15	-1%	-5%	-2%	0%
16	6%	-1%	x	-8%
17	9%	-12%	-2%	-27%
18	-8%	2%	-4%	-1%
19	9%	7%	-11%	2%
20	0%	12%	-12%	1%

Following part:
nr	SMILES	GAA glycogen mod	NPSR antagonist	Epigenetic derep	Tau fluor counter
21	COC(=O)C(NS(=O)(=O)c1ccccc1Br)C(C)C (stereo unspecified)	6%	7%	0.0%	-5%
22	O=C(CNS(=O)(=O)c1ccccc1)NCC(=O)OCc1ccc(Cl)cc1	-3%	5%	1.1%	-8%
23	COc1ccc(/C(=C\C(=O)O)c2nccc3cc(OC)c(OC)cc23)cc1OC	x	x	-0.1%	-11%
24	Cc1ccc(NC(=O)CN(C)C(=O)c2cc3ccccc3o2)cc1	-5%	-1%	-0.2%	5%
25	CSc1nnc(C)c(=O)n1COC(=O)COc1ccc(Cl)cc1Cl	5%	13%	1.2%	-5%
26	O=C(NC1CCCC1)C(c1ccncc1)N(C(=O)Cc1cccs1)c1ccccc1 (stereo unspecified)	-8%	-9%	-3.1%	0%
27	CN(C)CCCOC(=O)Cc1ccc(Cl)cc1	u	6%[46.1 µM]	0.0%	-13%
28	COC(=O)C(C(=O)OC)C(C[N+](=O)[O-])c1ccc(O)c(OC)c1 (stereo unspecified)	-15%	-13%[46.1 µM]	-1.9%	-9%
29	CN(C)c1ccc(C2Nc3ccccc3C(=O)N2NS(=O)(=O)c2ccccc2)cc1 (stereo unspecified)	-22%	-22%	-4.8%	-11%
30	O=C(c1ccco1)N1CCN(C(c2ccccc2)c2nnnn2C2CCCC2)CC1 (stereo unspecified)	-14%	-10%[46.1 µM]	0.0%	-2%

nr	GLA spleen mod	ALDH1A1 block	GAA inh	aGlu spleen mod
21	5%&9%	x	x	4%&0%
22	-1%	x	x	2%
23	7%	-3%	x	5%
24	7%	7%	1%	4%
25	7%	4%	-2%	1%
26	4%	-6%	4%	10%
27	7%	4%	u	5%
28	3%	1%	6%	-4%
29	-6%	25µM*	-2%	-4%
30	-4%	u	3%	-1%

(continued)
nr	SMILES	GAA glycogen mod	NPSR antagonist	Epigenetic derep	Tau fluor counter
31	CCOC(=O)C(Cc1ccccc1)NC(=O)CCc1c(C)nc2ncnn2c1C (stereo unspecified)	-2%	-1%[46.1 µM]	-0.9%	-2%
32	COc1ccccc1C(=O)N/C(=C/c1ccc(Br)cc1)C(=O)NCC(=O)O	2%	12%[46.1 µM]	-1.8%	1%
33	COC(=O)C1=C(C)N(CCCC(=O)O)C(=O)NC1c1cccs1 (stereo unspecified)	9%	18%	-2.5%	-7%
34	Cc1c(NC(=O)CC2NC(=O)NC2=O)c(=O)n(-c2ccccc2)n1C (stereo unspecified)	8%	3%	-0.1%	3%
35	Cc1ccc(-n2nnnc2-c2cnc(N3CCCC3)nc2C(F)(F)F)cc1	-3%	-13%[46.1 µM]	6.9%	-22%
36	Cn1c(=O)c(NC2CCCCC2)c2c3c(cccc31)C(=O)c1ccccc1-2	-9%	u	0.13µM*	u
37	S=C1NCN(Cc2cccnc2)CN1c1cccc2ccccc12	-2%	-12%	-1.3%	0%
38	O=C(c1cc2cc(Br)ccc2o1)N1CCCC1	0%	28%	-4.7%	-5%
39	Cc1ccccc1OC(=O)Cn1c(C(F)(F)F)nc2ccccc21	-9%	-21%[46.1 µM]	0.0%	-21%
40	CCCOc1ccc(/C=c2\sc3ncnn3c2=O)cc1	12%	-17%	-1.0%	-12%

nr	GLA spleen mod	ALDH1A1 block	GAA inh	aGlu spleen mod
31	-7%	u	4%	-7%
32	11%	u	6%	2%
33	-10%	11%	11%	2%
34	3%	2%	2%	-1%
35	25%	u	-11%	3%
36	-14%	-10%	u	-2%
37	2%	2%	-9%	-16%
38	4%	u	11%	-2%
39	5%	0%	-3%	-2%
40	-5%	8%	4%	-1%

Record cards, as listed above. Order of screens: GAA glycogen mod, NPSR antagonist, Epigenetic derep, Tau fluor counter, GLA spleen mod, ALDH1A1 block, GAA inh, aGlu spleen mod
Cn1c(=O)c(NC2CCCCC2)c2c3c(cccc31)C(=O)c1ccccc1-2 as listed: -9%, u, 0.13µM*, u, -14%, -10%, u, -2%
Cc1ccccc1OC(=O)Cn1c(C(F)(F)F)nc2ccccc21 as listed: -9%, -21%[46.1 µM], 0.0%, -21%, 5%, 0%, -3%, -2%
CCOC(=O)C(Cc1ccccc1)NC(=O)CCc1c(C)nc2ncnn2c1C (stereo unspecified) as listed: -2%, -1%[46.1 µM], -0.9%, -2%, -7%, u, 4%, -7%
Cc1c(NC(=O)CC2NC(=O)NC2=O)c(=O)n(-c2ccccc2)n1C (stereo unspecified) as listed: 8%, 3%, -0.1%, 3%, 3%, 2%, 2%, -1%
S=C1NCN(Cc2cccnc2)CN1c1cccc2ccccc12 as listed: -2%, -12%, -1.3%, 0%, 2%, 2%, -9%, -16%

Continuation.
nr	SMILES	GAA glycogen mod	NPSR antagonist	Epigenetic derep	Tau fluor counter
41	O=C(Cn1nc2sc3ccccc3n2c(=O)c1=O)c1ccc(Cl)cc1	5%	-27%	0.9%	-8%
42	O=C(O)CC(SCc1ccc(C(=O)O)o1)C(=O)O (stereo unspecified)	0%	u	0.0%	2%
43	CC(C)(C)C1CCc2onc(C(=O)O)c2C1 (stereo unspecified)	-6%	-3%	-2.8%	-1%
44	CC(C)(C)NC(=O)C(c1ccncc1)N(C(=O)Cn1nnc(-c2ccc(F)cc2)n1)c1ccccc1 (stereo unspecified)	-14%	10%	-1.1%	-6%[2.34 µM]
45	Cc1nnc(-c2cnn(-c3ccccc3)c2N)n1Cc1cccc(C(F)(F)F)c1	6%	-17%[46.1 µM]	1.0%	3%
46	Cc1cc(C)c2nc(NC(=O)c3ccc(OCC4CCCO4)cc3)sc2c1 (stereo unspecified)	0%	2%	0.0%	7%
47	CCOC(=O)C1CCCN(c2nc3ccccc3nc2C(C#N)C(=O)OCC)C1 (stereo unspecified)	-2%	u	-0.8%	-25%
48	Cn1c(N)c(C#N)c2c(c1=S)CSC(C)(C)C2	-2%	4%[7.67 µM]	0.6%	-24%
49	COc1ccc(CNC(=O)C/C(C)=N/NC(=O)COc2ccc(Br)cc2)cc1	1%	15%	0.0%	-3%
50	COc1ccc(CNS(=O)(=O)c2ccc3c(c2)CCN3C(=O)C2CC2)cc1	0%	-3%[46.1 µM]	0.0%	-16%
51	Cc1cc(C)c2c3c(sc2n1)C(=O)N(Cc1ccccc1)CC(=O)N3	1%	-5%[46.1 µM]	-0.3%	-6%
52	O=C(Nc1ccc2[nH]ccc2c1)c1ccccc1	-2%	-10%	-1.0%	-26%

nr	GLA spleen mod	ALDH1A1 block	GAA inh	aGlu spleen mod
41	9%	x	x	2%
42	1%	-1%	1%	3%
43	-6%	8%	7%	-3%
44	5%	3.2µM*	u	3%
45	10%	u	-10%	-8%
46	4%	u	9%	7%
47	-8%	-1%	0%	-3%
48	4%	u	u	-1%
49	3%	u	3%	-5%
50	1%	11%	-6%	4%
51	10%	u	1%	3%
52	4%	x	x	-10%
